# JMJD2C inh = human JMJD2C demethylase inhibition | actives 0.069% (n = 330,000) | Q9H3R0 | inhibition, % at 2.35 µM | GST-JMJD2C(1-420) H3K9me3 demethylation, DELFIA europium;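 active = more than half of a compound's replicate wells show inhibition beyond 50%, single wells judged on their own value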;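 note: signal counts dimethyl H3K9 product captured on neutravidin plate; 0% = median of DMSO wells and 100% = 0.3 times that DMSO median; strong numbers were not always called active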
# CTSL1 counter = counter-screen for PFM18AAP inhibitors: inhibitors of F. hepatica cathepsin L1. recombinant F. hepatica cathepsin L1, Z-Leu-Arg-MCA fluorescence. inhibition, % at 5.96 µM. actives 0.49% (n = 300,000). AID 1906;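 active = inhibition above the mean of all tested compounds plus 3 SD, set per screening campaign, cut at about 17% in these data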;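 note: 0% = plate median of test compound wells and 100% = 1 µM Z-Phe-Ala-diazomethylketone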
# TPT1 inh = C. albicans TPT1 enzyme inhibition; recombinant caTPT1, FP RNA substrate dephosphorylation; inhibition, % at 5 µM; actives 0.81% (n = 300,000); AID 1962;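 active = inhibition above the mean of all tested compounds plus 3 SD, set per screening campaign, cut at about 24% in these data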;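 note: plate controls were DMSO alone for no effect and ferristatin control at 100 nM for full effect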
# ZTA counter = counter-screen for EBNA-1 inhibitors: inhibitors of Epstein-Barr virus ZTA; inhibition, % at 11 µM; ZTA-DNA binding, fluorescence polarization; actives 0.15% (n = 320,000); AID 2234; P03206; in the data active = inhibition above about 33%
# Target sequence (P03206 whole entry, looked up): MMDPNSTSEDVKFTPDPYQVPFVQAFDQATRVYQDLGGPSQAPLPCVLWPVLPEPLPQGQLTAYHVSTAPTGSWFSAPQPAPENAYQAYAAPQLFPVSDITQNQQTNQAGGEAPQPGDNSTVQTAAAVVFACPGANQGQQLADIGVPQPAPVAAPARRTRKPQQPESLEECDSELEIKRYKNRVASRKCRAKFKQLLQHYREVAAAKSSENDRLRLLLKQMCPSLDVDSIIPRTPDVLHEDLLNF
# PP5 inh = PP5 (human) phosphatase inhibition. AID 1987. P53041. inhibition, % at 6.7 µM. actives 0.18% (n = 320,000). purified PP5c, OMFP substrate fluorescence;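 active = inhibition above the campaign's mean inhibition across all tested compounds plus 3 SD, cut at about 9.5% in these data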;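 note: 0% = DMSO only and 100% = 100 µM cantharidin control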
# Target sequence (P53041 whole entry, looked up): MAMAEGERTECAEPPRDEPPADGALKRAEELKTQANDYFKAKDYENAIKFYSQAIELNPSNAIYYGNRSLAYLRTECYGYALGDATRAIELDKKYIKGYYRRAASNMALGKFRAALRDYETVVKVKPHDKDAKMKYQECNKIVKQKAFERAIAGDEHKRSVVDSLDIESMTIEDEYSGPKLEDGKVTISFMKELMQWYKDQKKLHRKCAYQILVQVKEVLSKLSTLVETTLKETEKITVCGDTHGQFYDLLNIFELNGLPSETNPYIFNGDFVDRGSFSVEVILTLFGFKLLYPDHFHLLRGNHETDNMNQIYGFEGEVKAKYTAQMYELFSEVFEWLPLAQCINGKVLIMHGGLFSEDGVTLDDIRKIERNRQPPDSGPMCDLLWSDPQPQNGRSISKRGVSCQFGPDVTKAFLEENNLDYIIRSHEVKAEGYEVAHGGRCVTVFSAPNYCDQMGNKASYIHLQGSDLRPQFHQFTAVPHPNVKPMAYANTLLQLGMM
# HCV core dimer = HCV core protein dimerization inhibition | TR-FRET GST/Flag-core106 dimerization, 1536-well | actives 0.33% (n = 300,000) | inhibition, % at 5 µM | AID 1899;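 active = inhibition above the mean of all tested compounds plus 3 SD, set per screening campaign, cut at about 45% in these data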
#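 System – GST-tagged and Flag-tagged HCV core protein residues 1-106 · Repeats – one well for each compound · Technique – TR-FRET 671 and 617 nm emission · Doses – one concentration, 5 µM, in 0.5% DMSO · Times – 4 h, 22.5 °C incubation · Also added – Eu donor and XL665 acceptor anti-tag antibodies · Measure – percent inhibition of core106 dimerization signal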
# Yeast superoxide = lowers age-related superoxide in aged yeast cells; S. cerevisiae aged cells, superoxide DHE fluorescence; stronger effect = lower value; superoxide response (% of plate mean), % at 10 µM; actives 0.18% (n = 330,000);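 active = superoxide response under a set limit, about three screen SD below normal, cut at about 65% in these data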;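 note: yeast aged for seven days with compound at 30 °C before DHE staining; 100% = average MFI of all compound-treated wells on the plate with controls excluded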
# PP1 counter = counter-screen for PP5 inhibitors: inhibitors of human PP1-alpha | inhibition, % at 6.7 µM | purified PP1alpha, OMFP fluorescence | AID 2235 | actives 0.9% (n = 320,000);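 active = inhibition above the mean inhibition of all tested compounds plus 3 SD, computed separately for each screening campaign, cut at about 15% in these data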
# Target sequence (P62136 whole entry, looked up): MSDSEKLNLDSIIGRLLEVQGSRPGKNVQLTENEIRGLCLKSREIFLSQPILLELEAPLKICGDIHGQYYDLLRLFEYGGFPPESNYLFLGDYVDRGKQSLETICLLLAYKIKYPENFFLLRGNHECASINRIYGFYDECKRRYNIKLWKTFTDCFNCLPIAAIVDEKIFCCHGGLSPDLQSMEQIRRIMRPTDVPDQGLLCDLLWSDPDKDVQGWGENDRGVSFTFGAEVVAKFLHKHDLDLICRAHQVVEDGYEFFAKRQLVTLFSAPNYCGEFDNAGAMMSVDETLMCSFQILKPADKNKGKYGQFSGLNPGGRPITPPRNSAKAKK
# EBNA-1 inh = blocks EBNA-1 binding to DNA | actives 0.34% (n = 300,000) | inhibition, % at 14.8 µM | EBNA-1 DNA binding, fluorescence polarization; in the data active = inhibition above about 28%
# * hit, by the source's call; . = no result given; & = joins results of further samples.
SMILES,JMJD2C inh,CTSL1 counter,TPT1 inh,ZTA counter,PP5 inh,HCV core dimer,Yeast superoxide,PP1 counter,EBNA-1 inh
Cc1nc([N+](=O)[O-])cn1CC(=O)c1ccc(OC(F)(F)F)cc1,8.4,-2.9,-2.7,0.5,1.5,2.6,138.7,-7.8,-0.2
O=c1c2c([nH]c3ccccc13)CCCCCC2,-6.1,-4.4,-0.3,3.6,0.3,4.5,104.2,-4.9,3.5
CC1(C)Cc2ccccc2C(=NC(Cc2ccccc2)C(=O)O)N1 (centres undefined),-4.9,2.7,-0.5,-2.0,0.1,-8.1,92.6,-5.9,-6.9
O=C(c1ccc(Cl)c(S(=O)(=O)N2CCOCC2)c1)N1CCCCCC1,1.7,1.4,-1.7,-22.5,0.2,4.3,97.7,1.3,-5.9
CC(C)(CO)NC(=O)c1ccc2c(c1)C(=O)c1ccccc1-2,-0.7,0.7,-3.5,-6.7,2.8,-16.2,105.3,0.9,-10.6
Cc1ccc(NC(=O)C(=O)NCCOc2ccc(Cl)cc2)c(C)c1,-21.4,-2.4,-0.3,0.0,-1.4,0.2,83.6,1.1,13.6
COc1ccc(C(=O)N2CCN(Cc3ccccc3C)CC2)cc1OC,-2.8,2.4,-2.3,-2.5,1.0,3.5,87.2,-0.3,-3.7
CC(=O)[C@@H]1[C@@H]2C(=O)N(C3CCCCC3)C(=O)[C@@H]2C2c3ccccc3C=CN21 (some centres undefined),-1.0,3.9,-11.5,-10.9,4.0,-0.6,105.8,-1.2,-4.5
O=C(CSc1nnnn1-c1cccc2ccccc12)Nc1ccc(C(=O)O)cc1,14.5,-2.3,-0.3,2.5,0.5,8.1,99.8,0.6,3.1
COC(=O)CC(=O)N1CCN(c2ccc(Cl)c(Cl)c2)CC1,11.8,2.8,3.7,10.5,-5.5,-0.1,97.8,-1.2,-16.4
CCN(CC(=O)Nc1ccc(NC(C)=O)cc1)C(=O)/C=C/c1ccccc1,1.6,2.4,1.9,14.7,-1.5,1.7,102.0,-1.8,0.6
Cc1ccc2nc(-c3sc4nc(C)ccc4c3N)[nH]c2c1,4.1,3.1,4.3,3.6,2.2,-25.4,89.5,-1.5,6.9
C/C(CC(=O)c1ccccc1)=N\NC(=O)CC#N,-4.9,1.1,0.1,-6.7,0.5,1.0,81.7,-1.5,-10.7
CCOC(=O)C1=C(C)NC(=S)NC1/C=C/c1ccccc1 (centres undefined),-7.2,0.5,-1.8,8.9,0.1,-3.3,98.2,-3.0,4.5
O=C(O)COc1ccc(S(=O)(=O)NCCc2ccccc2)cc1,-7.4,-1.6,-2.4,1.9,0.0,1.5,94.8,-3.0,0.2
COC(=O)c1ccccc1NC(=O)c1ccccc1N(C)S(C)(=O)=O,5.8,-2.6,2.6,-6.3,3.1,-1.0,113.0,-2.8,-8.4
O=C(CCSc1ccc(F)cc1)NNC(=O)c1ccccc1Cl,5.2,.,.,1.0,-3.9,.,126.2,-4.5,.
CCN(CC)CCCn1c(=S)[nH]c2ncccc2c1=O,13.3,-2.4,-4.3,12.3,0.6,1.6,97.1,-0.8,7.2
O=C(CN1CCCCC1)Nc1cc(Cl)ccc1Cl,-9.3,-2.8,-2.1,-3.1,0.2,-0.4,101.1,-2.4,12.5
Cc1nonc1C(=O)N/N=C/c1ccc(O)c(O)c1,10.2,-1.1,1.0,11.0,-1.2,-3.7,98.6,-3.8,-6.8
O=C(CN1CCc2ccccc2C1)Nc1ccccc1F,-16.0,5.3,-3.5,-16.6,3.8,-5.8,91.5,-8.2,-12.4
CCCn1ncc(CN2CCC(n3nccc3NC(=O)CCc3ccccc3)CC2)c1C,-4.1,-3.9,1.0,9.4,-1.7,0.2,72.6,-3.2,5.4
CCCCNC(c1ccccc1)c1ccncc1 (centres undefined),-0.3,-0.4,1.2,-1.6,1.3,-6.8,99.6,0.2,-2.2
COC(=O)C1=C[C@@H](C(=O)OC)[C@@H]2C3=C(C(=O)[C@@]2(C)NC(=O)c2ccccc2)[C@H](c2ccccc2)n2c(=O)n(-c4ccccc4)c(=O)n2[C@@H]3C1,-2.7,-2.8,0.3,9.8,1.9,11.8,99.1,-0.3,3.8
O=C(O)c1cccc(COCC(F)(F)C(F)F)c1,19.2,-0.4,-3.8,-2.2,0.9,-7.4,96.2,0.6,11.0
COC(=O)c1sccc1N/N=C(\C)c1ccc(F)c(Cl)c1,0.2,2.0,1.7,2.9,4.5,-3.8,103.4,1.8,-6.8
CC1CCN(S(=O)(=O)c2ccc(NC(=O)Cn3nnc(-c4ccccc4)n3)cc2)CC1,-3.3,0.0,-4.4,18.8,1.4,-0.2,97.8,17.2*,30.1*
CCC1(CC)NC(=O)N(CC(=O)OCn2nnc3ccccc3c2=O)C1=O,-5.6,-38.8,-1.2,-7.9,-2.0,-3.4,93.5,-4.4,-18.1
Cc1cc(CNC(=O)COc2ccc([N+](=O)[O-])cc2)c2ccccc2n1,-2.5,1.9,-0.5,-5.9,2.7,-0.6,98.2,-5.3,5.9
CC1CCc2nn(CC(=O)NCc3ccco3)cc2C1 (centres undefined),-2.6,0.2,-0.4,10.6,-0.8,3.3,87.4,1.7,15.5
[O-]/C(=C(\C(=S)Nc1ccc(SC(F)F)cc1)[n+]1ccccc1)c1cc(Cl)ccc1Cl,29.3,-1.3,-1.0,13.9,0.6,14.5,99.0,-5.3,4.8
CC1(C)COC(c2cc([N+](=O)[O-])ccc2Cl)=N1,2.2,1.4,-3.1,2.5,3.2,4.9,104.7,-3.4,-17.2
CN1C(=O)C(CC(=O)Nc2ccc(F)cc2)N(NC(=O)c2cccc(F)c2)C1=S (centres undefined),-1.5,5.7,-1.1,-20.0,2.0,2.9,99.4,-0.7,-4.8
Cc1ccc2c(c1)N(C(=O)c1ccco1)C(C)(C)c1ssc(=S)c1-2,0.3,3.5,12.6,17.5,1.3,4.6,91.1,2.5,9.6
Cc1ccc(C)c(NC(=O)C(C)N2C(=O)c3ccccc3C2=O)c1 (centres undefined),9.0,-2.7,2.2,-3.8,3.3,-3.8,108.9,1.6,-2.5
CCc1nc(SCC(=O)OC(C)C)c2ccccc2n1,3.7,-0.2,-2.5,-15.9,1.0,1.6,86.6,2.3,-4.0
Cc1sc(NC(=O)CN(Cc2ccc(F)cc2)C(=O)C(C)(C)C)c(C(N)=O)c1C,-8.1,8.8,-0.1,1.5,6.2,-4.0,105.2,-4.6,3.6
COCCN(CCOC)c1ncnc2c1cnn2-c1ccccc1,6.1&-12.9,-1.2,-2.5,8.2,-0.6,-2.6,87.2,-0.5,-1.8
CC(=O)N1CCc2c(sc3c2c(=O)n(-c2ccccc2)c(=O)n3Cc2ccccc2Cl)C1,-1.9,2.8,-0.7,1.4,-0.9,2.7,104.1,-1.7,14.0
Cc1ccccc1NC(=S)NCc1ccccc1,-7.5,1.7,1.1,5.3,-0.5,0.6,89.2,-3.1,-3.3

# An excerpt from above in order of molar mass, smallest number first.
SMILES,JMJD2C inh,CTSL1 counter,TPT1 inh,ZTA counter,PP5 inh,HCV core dimer,Yeast superoxide,PP1 counter,EBNA-1 inh
O=C(O)c1cccc(COCC(F)(F)C(F)F)c1,19.2,-0.4,-3.8,-2.2,0.9,-7.4,96.2,0.6,11.0
O=C(CN1CCc2ccccc2C1)Nc1ccccc1F,-16.0,5.3,-3.5,-16.6,3.8,-5.8,91.5,-8.2,-12.4
CN1C(=O)C(CC(=O)Nc2ccc(F)cc2)N(NC(=O)c2cccc(F)c2)C1=S (centres undefined),-1.5,5.7,-1.1,-20.0,2.0,2.9,99.4,-0.7,-4.8

# Looked up above:
# Result of `COC(=O)c1sccc1N/N=C(\C)c1ccc(F)c(Cl)c1` under Yeast superoxide: 103.4
# Result of `Cc1cc(CNC(=O)COc2ccc([N+](=O)[O-])cc2)c2ccccc2n1` under HCV core dimer: -0.6

# Remaining list, next part.
SMILES,JMJD2C inh,CTSL1 counter,TPT1 inh,ZTA counter,PP5 inh,HCV core dimer,Yeast superoxide,PP1 counter,EBNA-1 inh
Cc1cccc(Cl)c1NNC(=O)Nc1c([N+](=O)[O-])c(C)nn1C,-6.5,2.4,-3.4,-10.7,2.8,-6.4,84.5,-1.9,9.9
O=C(NC1CCN(Cc2ccc(Cl)cc2Cl)CC1)c1ccccc1,0.1,3.8,-3.3,-3.8,1.4,1.7,100.0,-0.5,-13.4
CC1=C(C(=O)Nc2ccccc2Cl)C(c2ccc(N(C)C)cc2)NC(=O)N1 (centres undefined),-2.4,0.8,13.1,7.2,-1.0,4.7,90.4,1.0,16.9
Cc1nn(CC(=O)Nc2ccc(C(=O)N(C)C)cc2)c(=O)c2ccccc12,8.1,-2.0,-2.9,-9.6,0.2,0.1,100.0,-5.4,-4.3
CCC(=S)/C=C1\Sc2ccc3ccccc3c2N1CCCS(=O)(=O)O,-1.9,0.4,6.5,-11.0,2.6,0.4,98.2,-0.4,-5.3
CCCn1c(N)c(N2CCCCC2)c(=O)n(CC(=O)Nc2ccccc2)c1=O,1.3,-1.4,3.7,-9.1,0.4,1.4,107.5,-3.4,0.6
Cc1ccc(S(=O)(=O)NN2C(=O)c3ccccc3NC2c2cccc(O)c2)cc1 (centres undefined),3.1,-0.1,-3.8,-17.5,0.6,1.3,89.8,-1.1,1.2
Cc1cccc(NC(=O)C2C3C=CC4(O3)C2C(=O)N(CCCN2CCCC2)C4C(=O)NC2CCCC(C)C2C)c1 (centres undefined),28.6,-5.3,-3.1,-3.7,-2.2,0.3,89.6,-5.1,2.5
CCCn1nc(C(=O)Oc2ccc3c(C)cc(=O)oc3c2)c2ccccc2c1=O,-11.5,3.3,-1.0,-11.0,1.7,-3.3,103.3,-0.9,1.6
C#CCN(C)CC/C=C1\c2ccccc2CSc2ccccc21,0.5,-4.6,0.0,1.0,3.2,-2.6,101.8,-9.3,-8.4
CCOC(=O)CC(=O)CSc1nc2c(sc(=S)n2-c2ccccc2)c(=O)[nH]1,9.9,-1.3,-0.1,6.9,0.8,2.2,102.2,0.2,0.1
COc1ccc(NS(=O)(=O)c2ccc(C)c(C(=O)N3CC(C)OC(C)C3)c2)cc1 (centres undefined),-15.0,5.7,1.2,11.8,-1.3,3.1,104.8,-3.8,-2.3
CCOC(=O)C1CCN(C(=O)Cc2ccccc2OC)CC1,-9.9,2.1,-5.1,3.8,0.0,-2.4,93.1,3.0,-14.2
COCCN(C(=O)COC(=O)CCOc1ccccc1)c1c(N)n(Cc2ccccc2)c(=O)[nH]c1=O,0.0,-5.1,-0.2,-12.2,3.4,-1.7,119.7,-7.1,-19.1
Cc1cc(NC(=O)c2ccc(C)s2)n(-c2ccccc2)n1,-2.5,5.4,-1.8,12.9,0.5,-2.7,93.4,-4.8,0.1
O=C(C[n+]1cccc(/C=N/O)c1)N1CCCCCC1,7.4,-4.3,-3.9,-10.1,4.0,-8.5,112.3,-3.6,-9.8
Cc1cc(C)c(S(=O)(=O)Nc2ccc3c(c2)CCC3)c(C)c1,8.0,-2.6,-3.1,-2.8,4.9,11.0,112.0,3.1,-6.8
CC1CN(c2ccc([N+](=O)[O-])nc2)CC(C)O1 (centres undefined),5.9,4.3,3.1,0.5,-0.6,3.7,133.6,8.2,4.1
Cc1ccc(-c2nnc(N3CCCCCC3)c3ccccc23)cc1,0.6,3.5,-2.8,7.4,2.8,12.0,75.5,9.0,3.3
Cc1nn(-c2ccccc2)c(C)c1NS(=O)(=O)c1ccccc1,-1.9,1.2,-3.4,3.7,-1.6,0.0,72.5,0.5,5.7
CCOC(=O)N1CCC(NC(=O)CSCc2nc(-c3ccc(C)cc3)oc2C)CC1,11.0,6.6,-2.0,12.3,-0.8,-2.1,105.9,-2.2,-0.1

# Screens deposited in PubChem BioAssay by several laboratories.
